RmlCD inh 1536: inhibitors of Mycobacterium tuberculosis RmlC and RmlD coupled enzymes; RmlC+RmlD coupled enzyme assay, percent inhibition; primary screen in compound mixtures; inhibition, % at 3.6 µM; 0.03% of 160,000 active; P9WH09+P9WH11; in the data active = inhibition mostly above about 34%, no sharp cut-off; also: some results filed as inactive read as strong as hits
Target sequence (P9WH09 whole entry, looked up): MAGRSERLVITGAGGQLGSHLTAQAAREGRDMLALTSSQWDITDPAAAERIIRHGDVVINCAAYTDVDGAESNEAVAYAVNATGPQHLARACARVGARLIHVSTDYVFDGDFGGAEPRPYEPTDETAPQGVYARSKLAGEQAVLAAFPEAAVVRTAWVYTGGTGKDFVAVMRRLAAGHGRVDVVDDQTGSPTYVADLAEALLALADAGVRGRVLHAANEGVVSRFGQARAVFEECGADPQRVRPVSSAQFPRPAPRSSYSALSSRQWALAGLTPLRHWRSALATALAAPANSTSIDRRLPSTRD
Target sequence (P9WH11 whole entry, looked up): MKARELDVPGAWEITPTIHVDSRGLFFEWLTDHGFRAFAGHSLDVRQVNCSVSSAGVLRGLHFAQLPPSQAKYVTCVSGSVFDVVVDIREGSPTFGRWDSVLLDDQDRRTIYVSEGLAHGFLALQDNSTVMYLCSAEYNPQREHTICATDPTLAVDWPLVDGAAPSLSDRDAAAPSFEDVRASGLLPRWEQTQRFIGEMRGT
M. tuberculosis GlmU: inhibition of mycobacterial GlmU enzyme – biochemical, glucosamine-1-phosphate acetyltransferase (AID 1376); M. tuberculosis GlmU acetyltransferase enzyme assay; higher % means a stronger effect; inhibition, %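 (tested at 30 µM in the primary screen)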; hits with a dose series show IC50 in µM; 0.25% of 220,000 active; in the data active = inhibition above about 13%;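 also: 0% = complete reaction with vehicle and 100% = reaction without substrate; strong numbers were not always called active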
An asterisk follows results filed as active; nt = no result given. Only part of the results is shown (hit frequency here may not be typical).

Compound	RmlCD inh 1536	M. tuberculosis GlmU
O=C(NCCc1nc2ccccc2[nH]1)/C(=C/c1ccc2c(c1)OCO2)NC(=O)c1ccccc1	0	1.4%
COCCNC(=O)C(=O)NCC1OCCN1C(=O)c1ccc(Cl)cc1 (stereo unspecified)	nt	1.1%
CCOC(=O)C1(Cc2ccc(Cl)cc2)CCN(Cc2nccn2CC)CC1	-5	2.0%
COc1ccccc1N1CCN(c2ncnc3c2oc2ccccc23)CC1	9	-3.5%
O=c1cccc2n1CC1CC2CN(Cc2cccc(Cl)c2Cl)C1 (stereo unspecified)	7	1.1%
CC(C)CNC(=O)c1cccc(NC(=O)Cc2ccc(Br)cc2)c1	-7	-4.7%
CC(C)(C)NC(=O)/C(=C\c1ccco1)NC(=O)c1cccs1	7	6.2%
Cc1ccc(NC2c3ncccc3C(=O)N2C2CCCCC2)cc1C (stereo unspecified)	nt	2.1%
CCOc1ccc(C(=O)/C=C/c2ccc(SC)cc2)cc1	nt	10%
CCOc1ccc(NS(=O)(=O)c2cc(NC(=O)c3cccc(C)c3)ccc2Cl)cc1	-6	4.0%
COc1cc(C(=O)O)c2c(c1C)OC(=O)c1c(C)cc(O)c(C=O)c1O2	nt	8.8%
CCOC(=O)c1csc(NC(=O)c2cc(OC)c(OC)c(OC)c2)n1	-2	2.8%
O=c1cc(O)nc(SCc2ccccc2)[nH]1	nt	2.8%
CC(=O)Nc1ccc(N2CCCCC2)c(C(=O)Nc2cccc(C)c2)c1	nt	3.0%
O=C(CNc1cccc(C(F)(F)F)c1)N/N=C/c1cn(-c2ccccc2)nc1-c1ccccc1	nt	-4.2%
COCCCNC(=S)Nc1ccc2c(c1)OCCO2	-8	-0.7%
COc1ccccc1N1CCN(C(=O)c2cc(C)oc2C)CC1	nt	4.1%
COc1ccc(-n2ccsc2=S)cc1	22	3.7%
CCOC(=O)c1ccc(N2CN(CC)CNC2=S)cc1	3	2.9%
Cc1ccc(S(=O)(=O)NCc2ccncc2)c(C)c1C	-7	2.1%
O=C(Nc1ccccc1C(=O)O)c1ccc2ccccc2n1	12	8.9%
COc1cc(S(=O)(=O)N(Cc2cccnc2)Cc2ccco2)ccc1-n1cnnn1	nt	-0.1%
O=Cc1ccc2oc3nc4n(c(=O)c3c(=O)c2c1)CCCS4	-4	8.3%
CC1=C(C#N)C(C(F)(F)F)(C(F)(F)F)N=C(c2ccco2)N1	nt	6.6%
NC1=NC(=O)/C(=C\c2ccc(O)c([N+](=O)[O-])c2)S1	-4	1.0%
N#C/C(C(=O)N1CCCCC1)=C1\Nc2ccccc2S1	7	2.3%
C=CCN(c1ccc(F)cc1)S(=O)(=O)c1cc(C(=O)OCC(=O)N(C)C2CCS(=O)(=O)C2)ccc1Cl (stereo unspecified)	nt	2.1%
COc1ccccc1-n1c(CNC(=O)c2ccco2)nnc1SCC(=O)Nc1ccc(F)cc1	12	2.4%
CCOc1ccc(NC(=O)c2cc(SC)ccc2Cl)cc1	nt	2.3%
Cc1ccc(-n2c(=S)[nH]c3sc4c(c3c2=O)CCc2ccccc2-4)cc1	19	1.1%
COc1ccc(C2CC3(O)CC(C#N)(C(=O)N3)C2(C#N)C#N)cc1 (stereo unspecified)	9	-0.5%
COc1ccccc1OCCOc1ccccc1/C=N/n1cnnc1	2	-4.6%
CC1CCN(c2ccc(NC(=S)NC(=O)c3ccc(-c4cccc([N+](=O)[O-])c4)o3)cc2)CC1	3	6.8%
CC(=O)c1ccn(S(=O)(=O)c2ccccc2)c1	-10	1.5%
COc1ccc(/C=C/C(=O)NC(=S)N2CCN(c3ccccc3OC)CC2)cc1	12	4.8%
CC(=O)N1c2ccc(N=Cc3cc(Br)cc(Br)c3O)cc2CC1C (stereo unspecified)	nt	2.3%
O=[N+]([O-])c1cc(F)c(N2CCCCC2)cc1N1CCOCC1	9	0.3%
CCCCNC(=S)Nc1ccc2nc3n(c(=O)c2c1)CCCCC3	-11	4.5%
O=C(O)CC(NC(=O)OCc1ccccc1)c1ccccc1 (stereo unspecified)	nt	2.2%
CC(C)(C)CN1CCNC(=O)C1CC(=O)N1CCOc2ccccc2C1 (stereo unspecified)	11	0.7%
COC(=O)c1c(C)[nH]c(C)c1-c1cccc([N+](=O)[O-])c1	-2	1.8%
COC(=O)c1ccc2c(c1)C(C)(C)C(/C=C/c1ccc(OC)c(OC)c1OC)=[N+]2C	-25	-0.2%
O=C(O)CCn1cc(/C=C/C(=O)c2ccc(Cl)cc2)c(-c2ccc(Br)cc2)n1	-9	2.7%
O=C(NC1(C(F)(F)F)NC(=O)N(c2ccc(F)cc2)C1=O)c1ccncc1 (stereo unspecified)	-7	-4.7%
CCc1ccc(OCc2nnc(SCC(=O)N3CCN(c4ccccc4)CC3)o2)cc1	nt	-2.4%
COC(=O)c1sccc1NC(=O)c1ccc(OC)c(OC)c1	11	0.3%
CCC1Oc2ccccc2N(CC(=O)NCCCN2CCC(C)CC2)C1=O (stereo unspecified)	-2	2.3%
COc1ccc(NC(=O)C(NCC(C)C)c2ccccc2)cc1Cl (stereo unspecified)	3	0.8%
COc1ccccc1C(=O)Nn1c(C2CCC2)nc2ccccc2c1=O	nt	2.9%
O=C(CCCCCn1c(=O)[nH]c2ccccc2c1=O)N1CCN(Cc2ccc3c(c2)OCO3)CC1	6	1.2%

New compounds follow.
Compound	RmlCD inh 1536	M. tuberculosis GlmU
CC(C)CNC(=O)COC(=O)c1cccc(S(=O)(=O)NCC(F)(F)F)c1	10	-5.2%
CCCCCCNC(=O)CC(c1ccccc1)c1cc(Br)ccc1O (stereo unspecified)	nt	-2.6%
Nc1cccc(C(=O)OCC(=O)NC2CCCc3ccccc32)c1 (stereo unspecified)	14	2.2%
O=C(NC(c1ccc(Cl)cc1)P(=O)(Oc1ccccc1)Oc1ccccc1)OCc1ccccc1 (stereo unspecified)	nt	0.8%
Nc1ccc(-c2nc3cc(N)ccc3n2CCO)cc1	13	-0.7%
CCNC(=S)N/N=C/c1ccc(F)cc1	-5	1.5%
CSc1ccc(C(=S)N2CCN(Cc3ccccc3)CC2)cc1	nt	2.5%
COc1ccc(NC(=O)C2(c3ccc(NC(=O)c4ccc(OC(C)=O)cc4)cc3)CCCC2)cc1	7	10%
CCOC(=O)Cc1n[nH]c(=O)c2ccccc12	nt	-3.6%
O=C(CSc1c2c(nc3ccc(Cl)cc13)CCCC2)NCc1ccco1	-1	-6.5%
Cc1ccc(-n2c(O)c(/C=N/NC(=O)C3COc4ccccc4O3)c3ccccc3c2=O)cc1 (stereo unspecified)	-13	3.0%
NS(=O)(=O)c1ccc(CCNC(=O)CCCOc2ccccc2)cc1	-7	-4.8%
COc1ccc(-c2nc(-c3cccs3)c(-c3cccs3)[nH]2)cc1OC	9	1.2%
CCC(=O)NCCc1cc2ccc(C)cc2[nH]c1=O	-5	-1.5%
Cc1ccc(S(=O)(=O)Cc2ccc(C(=O)NCc3ccc4c(c3)OCO4)o2)cc1	-2	9.7%
Cc1ccc(-n2ncc3c2ncn2c(C)nnc32)cc1C	22	7.1%
CC1=C(C(=O)N(C)Cc2ccccc2)C2(CCC(C)CC2)OC1=O (stereo unspecified)	-8	5.6%
Cc1ccc(N2Cc3ccccc3C2=S)cc1	0	-3.8%
CC(=O)Nc1ccc(S(=O)(=O)N2CCN(C(=O)Cc3ccccc3)CC2)cc1	nt	-0.8%
CCCSc1oc(-c2ccco2)nc1S(=O)(=O)c1ccccc1	9	2.9%
COC(=O)c1nnn(CC(=O)NC(=O)Nc2c(C)cccc2C)c1C(=O)OC	0	1.8%
CC(=O)c1cnc(Nc2nc(C)c3ccccc3n2)nc1C	-14	nt
COc1ccc(-c2cc(OC(=O)c3ccc(F)cc3)c3c(C)oc(C)c3c(=O)c2)cc1	0	-0.9%
O=C1CC(c2ccccc2)CN1C(=O)c1cncc(Br)c1 (stereo unspecified)	-10	-4.7%
CC(C)NC(=S)N/N=C/c1ccc(N2CCOCC2)cc1	7	-4.4%
CCCNC(=O)NCCC12CC3CC(CC(C3)C1)C2	-6	-0.5%
O=C(Nc1ccc2c(c1)CCC2)c1cc(=O)[nH]c2ccccc12	6	nt
CCCOc1ccc(-c2c(C(=O)N/N=C/c3ccc(OCC)cc3)nnn2-c2nonc2N)cc1	18	-3.6%
COc1ccc(OC)c(C(=O)CSc2nnc(-c3cccs3)o2)c1	nt	3.2%
Cc1ccc(S(=O)(=O)N2CCOCC2)cc1C(=O)NCc1ccco1	3	4.2%
O=C(Nc1ccc(O)cc1)c1ccc2c(c1)C(=O)N(Cc1ccco1)C2=O	-12	1.5%
O=C(NNC(=S)Nc1cccc2ccccc12)c1cccc(Br)c1	nt	0.7%
Cc1ccc2nc(SCc3cn4cccnc4n3)[nH]c2c1	4	-4.8%
Cn1c(=O)[nH]c(=O)c2c1nc(N1CCN(c3ccccc3)CC1)n2CCSc1ncccn1	15	-1.6%
CN1CCN(C(=O)c2ccc(COc3ccc(Cl)cc3Cl)cc2)CC1	-2	-3.4%
CCOC(=O)c1cc2sccc2n1CC(=O)OC	-3	2.3%
CC(C)c1ccc(Nc2ncccc2C#N)cc1	-7	2.2%
Cn1c(=O)c2c(nc(CN3CCC(C(N)=O)CC3)n2CCc2ccccc2)n(C)c1=O	nt	-3.5%
CCCOc1cc(C)c(S(=O)(=O)n2nnc3ccccc32)cc1C	8	8.1%
CN1CCN(c2ccccc2NC(=O)c2cc(Br)ccc2Cl)CC1	nt	-6.6%
CCCCC(CC)C1OCC(CN2CCCC2)O1 (stereo unspecified)	-20	-1.2%
CCCCn1c(=O)c(CCC(=O)OCC(=O)Nc2ccc(C)c(Cl)c2)nc2ccccc21	-17	2.4%
CCC1CCCCN1CCCNC(=O)COc1cc(=O)n(C)c2ccccc12 (stereo unspecified)	nt	-1.8%
Cc1nc2nc(SCC(=O)c3cccc([N+](=O)[O-])c3)[nH]c2cc1Br	11	-1.6%
N#CC(C(=O)NCc1ccco1)c1nc2ccccc2nc1N1CCOCC1 (stereo unspecified)	nt	-7.2%
CC1(C)SC2c3ccccc3C(=O)N2[C@@H]1C(=O)NCc1ccco1 (stereo partly specified)	-1	-2.1%
CCCC(c1nnnn1CS(=O)(=O)c1ccc(C)cc1)N1CCN(CC)CC1 (stereo unspecified)	-6	0.4%
CCC(=O)OCCn1c(=O)c2cc3c(=O)n(CCOC(=O)CC)c(=O)c3cc2c1=O	nt	1.7%
Cc1onc(-c2ccc(Cl)cc2)c1-c1ccnn1S(=O)(=O)c1ccc(Cl)cc1	9	2.2%
COc1cccc(/C=N/NC(=O)c2ccc(=O)[nH]n2)c1O	6	1.9%

Four entries picked at random from those above, as already listed:
Compound	RmlCD inh 1536	M. tuberculosis GlmU
O=C(Nc1ccc(O)cc1)c1ccc2c(c1)C(=O)N(Cc1ccco1)C2=O	-12	1.5%
CCCOc1cc(C)c(S(=O)(=O)n2nnc3ccccc32)cc1C	8	8.1%
Cc1ccc2nc(SCc3cn4cccnc4n3)[nH]c2c1	4	-4.8%
CC1(C)SC2c3ccccc3C(=O)N2[C@@H]1C(=O)NCc1ccco1 (stereo partly specified)	-1	-2.1%

Among those listed so far, these have bromine:
Compound	RmlCD inh 1536	M. tuberculosis GlmU
CC(C)CNC(=O)c1cccc(NC(=O)Cc2ccc(Br)cc2)c1	-7	-4.7%
CC(=O)N1c2ccc(N=Cc3cc(Br)cc(Br)c3O)cc2CC1C (stereo unspecified)	nt	2.3%
O=C(O)CCn1cc(/C=C/C(=O)c2ccc(Cl)cc2)c(-c2ccc(Br)cc2)n1	-9	2.7%
CCCCCCNC(=O)CC(c1ccccc1)c1cc(Br)ccc1O (stereo unspecified)	nt	-2.6%
O=C1CC(c2ccccc2)CN1C(=O)c1cncc(Br)c1 (stereo unspecified)	-10	-4.7%
O=C(NNC(=S)Nc1cccc2ccccc12)c1cccc(Br)c1	nt	0.7%
CN1CCN(c2ccccc2NC(=O)c2cc(Br)ccc2Cl)CC1	nt	-6.6%
Cc1nc2nc(SCC(=O)c3cccc([N+](=O)[O-])c3)[nH]c2cc1Br	11	-1.6%

Next part
Compound	RmlCD inh 1536	M. tuberculosis GlmU
CCOP(=O)(OCC)C(Nc1cccc(C)c1)c1ccc(F)cc1 (stereo unspecified)	-5	1.7%
Cc1ccc(-c2noc(CNCCCN(C)C)n2)cc1	nt	0.0%
CSc1nc2ccccc2n1CC(=O)Nc1ccccc1	1	-3.2%
Cc1c(/C=N/O)c2ccccc2n1C	nt	4.8%
O=C1c2ccncc2C(=O)N1CO	nt	0.9%
O=P1(O)C=C(c2ccccc2)NC(c2ccccc2)=C1	-8	-2.5%
Cc1ccc(C)c(N2CCN(C(c3ccc(N(C)C)cc3)c3nnnn3C(C)(C)C)CC2)c1 (stereo unspecified)	3	2.9%
COc1ccc(-c2n[nH]c(=S)n2N)c(OC)c1	15	-5.6%
CCc1ccc(N=CC2=C(O)CC(c3ccco3)CC2=O)cc1 (stereo unspecified)	nt	3.5%
